# PV pol inh = poliovirus RdRp elongation inhibitors, primary screen, biochemical, fluorescence polarization, total intensity; poliovirus polymerase elongation; stronger effect = lower value; % elongation, % (compound at 16.7 µg/mL); hit rate 0.66% among 150,000; AID 588519, 2011; in the data active means % elongation below about 90%; further: some results filed as inactive read as strong as hits
# Target sequence (P03300 1749-2209 limits assumed): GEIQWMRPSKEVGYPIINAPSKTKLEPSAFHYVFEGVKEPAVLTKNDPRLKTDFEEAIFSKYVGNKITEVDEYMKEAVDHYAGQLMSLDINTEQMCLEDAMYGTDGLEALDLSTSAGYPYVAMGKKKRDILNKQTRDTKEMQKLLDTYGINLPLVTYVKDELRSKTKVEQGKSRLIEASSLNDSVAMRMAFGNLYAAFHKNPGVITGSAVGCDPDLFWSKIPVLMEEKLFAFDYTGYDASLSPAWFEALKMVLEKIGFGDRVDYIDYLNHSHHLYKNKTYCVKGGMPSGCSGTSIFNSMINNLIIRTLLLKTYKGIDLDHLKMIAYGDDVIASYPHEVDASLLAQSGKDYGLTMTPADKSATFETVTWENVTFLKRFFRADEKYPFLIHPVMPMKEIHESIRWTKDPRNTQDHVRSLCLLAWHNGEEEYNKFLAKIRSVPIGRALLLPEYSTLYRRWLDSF
# PV pol inh FP z-score = also measured in PV pol inh; calls as there; z-score; measured here: FP z-score; hits read low
# * = called active by the depositor; & = joins results of further samples. A portion of the library. The share of hits here may be higher or lower than overall.
# Values run as follows: PV pol inh, PV pol inh FP z-score
CCn1c(CNC(=O)c2cccs2)nnc1SCC(=O)NO
 : 101.0, -0.4
CCN(CC)c1ccc(C(=O)OCC(=O)Nc2ccc(F)cc2F)cc1
 : 103.0, 0.9
Cc1ncc(CO)c2cc(C(=O)Nc3ccc(I)cc3)c(=O)oc12
 : 101.0, -0.1
CC(C)c1ccc(NC(=O)C(c2ccccc2)N(C)C)cc1 (stereo not drawn)
 : 100.0, 0.1
O=C(NC1CC(=O)N(c2cccc(F)c2)C1)c1cccs1 (stereo not drawn)
 : 107.0, 0.1
O/N=C/c1nc(-c2ccc(Cl)cc2)n2ccccc12
 : 99.0, -0.3
CC(=O)Nc1ccc(NC(=O)COc2ccc(C)c(C)c2)cc1
 : 100.0, 0
CCOC(=O)C1CCN(c2ncnc3c2oc2ccccc23)CC1
 : 102.0, 0.3
CCn1cc(C2CC(=O)N(c3ccccc3)C2=O)c2ccccc21 (stereo not drawn)
 : 99.0, -0.2
O=C(Cc1cccs1)Nc1c[nH]c(=O)[nH]c1=O
 : 101.0, 0.4
Cc1ccc(S(=O)(=O)N2CCCCC2C(=O)NC(C)c2ccc3c(c2)OCCO3)cc1 (stereo not drawn)
 : 101.0, -0.1
CCC12CN3CC(CC)(CN(C1)C(=O)c1ccccc1C3=O)C2=O
 : 101.0, 0
CCOc1cc(C(=O)Nc2ccc(NC(=O)c3cc4ccccc4o3)c(OC)c2)cc(OCC)c1OCC
 : 104.0, -0.1
c1ccc(N2CCN(Cc3cn4ccccc4n3)CC2)nc1
 : 106.0, 0.2
C[C@H]1c2ccoc2CC2[C@H]1CCC1[C@@](C)(CC(=O)O)CCC[C@]21C (stereo partly drawn)
 : 99.0, -0.4
Cc1cc(C)n(CCCNC(=O)c2ccc(S(=O)(=O)NCc3ccco3)cc2)n1
 : 103.0, 0.2
COc1ccccc1CC(=O)N1CCN(S(=O)(=O)c2ccccc2C(F)(F)F)CC1
 : 100.0, 0
N#Cc1cccc(NC(=O)CNc2ccc3ccccc3c2)c1
 : 101.0, -0.3
CC1=NNC(=O)C1CC(=O)N/N=C/c1sccc1C (stereo not drawn)
 : 99.0, -0.7
CCc1ccc(S(=O)(=O)Nc2cc(-c3cn4ccccc4n3)ccc2C)cc1
 : 99.0, -1.2
Cc1ccc(-n2c(C)cc(C(=O)OCc3ccc(C#N)cc3)c2C)cc1
 : 101.0, -0.2
O=C(NC(N1CCCC1=O)(C(F)(F)F)C(F)(F)F)c1cccnc1
 : 108.0, 0.7
O=C(Cc1csc(NC(=O)c2ccco2)n1)NCc1ccc(Cl)cc1
 : 106.0, 0.2
N#Cc1c(N)c(C(=O)c2ccccc2)n2c1CCC2
 : 101.0, 0
CCCCNC(=O)c1ccc2cn[nH]c2c1
 : 101.0, 0.2
COc1ccc(S(=O)(=O)NC2(C(F)(F)F)NC(=O)N(CCc3ccccc3)C2=O)cc1 (stereo not drawn)
 : 99.0, -0.5
Cc1ccc2nc(NC(=O)c3ccco3)sc2c1
 : 101.0, -0.2
CO/C([O-])=N/c1c[n+](-c2ccc(Cl)cc2)no1
 : 109.0, 0.4
COc1ccc(C(=O)c2oc3cc(OC)ccc3c2C)cc1
 : 105.0, 0.3
FC(F)(F)N(c1ccccc1)c1ccccc1
 : 102.0, 0.1
Cc1ccccc1Cn1c2ccccc2c2cnn(CC(=O)NCc3ccccn3)c(=O)c21
 : 107.0, -0.1
O=C(Nc1cccc(-c2nn[nH]n2)c1)c1cccs1
 : 101.0, -0.3
COC(=O)c1ccccc1NC(=O)Cn1cc(S(=O)(=O)Cc2ccccc2F)c2ccccc21
 : 100.0, -1.2
CCc1nnc(NC(=O)c2ccc(S(=O)(=O)N3CCCCC3C)cc2)s1 (stereo not drawn)
 : 102.0, 0.1
O=C(COc1ccc([N+](=O)[O-])cc1)Nc1cccc2cccnc12
 : 108.0, 0.4
CCC1CN(C(=O)NCc2cccc(OC)c2)c2ccccc2O1 (stereo not drawn)
 : 104.0, -0.5
COc1cc(C(=O)N2CCN(c3ccc(Nc4ccccc4)nn3)CC2)cc(OC)c1OC
 : 101.0, -1.3
CCCCSc1nnc2sc3ccccc3n12
 : 100.0, -0.2
COC(=O)c1ccc(C(=O)Nc2ccc3nc(CN4CCCCC4)[nH]c3c2)cc1
 : 100.0, -0.4
Cc1c(C(=O)O)oc2ccc3c(c12)C(=O)CC1(CCCC1)O3
 : 100.0, -0.3
CCOC(=O)c1ccccc1NC(=O)CSc1nc2ncccc2[nH]1
 : 111.0, 0.2
CCOC(=O)c1nn(-c2ccccc2)c(=O)cc1OCC(=O)Nc1ccc2c(c1)OCCO2
 : 107.0, 0.3
COc1cc(-c2cc(C#N)on2)cc(OC)c1OC
 : 98.0, -0.6
Cc1ccc2nc(C3CCCCC3)[nH]c2c1
 : 102.0, 0.1
CN(C)CCn1c(-c2ccccc2)cc(=S)c2c1CCCC2
 : 100.0, -0.8
CC1NC(=O)C(C#N)=C(SCc2ccccc2)S1 (stereo not drawn)
 : 105.0, 0.6
O=C(COc1ccc(Cl)cc1)OCCOc1ccccc1F
 : 102.0, 0.3
O=c1[nH]c2ccc(S(=O)(=O)Nc3ccc(O)cc3)cc2[nH]1
 : 104.0, 0.4
O=C1NCCCN1Cc1ccc(F)cc1Cl
 : 102.0, -0.1
O=C(c1ccc(S(=O)(=O)NCc2ccco2)cc1)N1CCN(c2ccc(F)cc2)CC1
 : 106.0, 0.5
COc1cc(O)c(C(=O)Cc2cc3ccccc3o2)cc1C(C)C
 : 103.0, 0.3
CCCOc1ccc(C2C(=O)N(C3CCCCC3)CC(=O)N2C2CCCCC2)cc1OC (stereo not drawn)
 : 107.0, -0.3
C=CCSc1nnc(Cn2cnc3ccccc32)n1C
 : 102.0, 0.1
CCCCC/C=C\C/C=C\CCCCCCCC(=O)NCC(=O)O
 : 101.0&98.0, -0.1&-0.5
CCS(=O)(=O)N1CCc2cc(C(=O)COC(=O)c3ccc(NC(=O)CC#N)cc3)ccc21
 : 109.0, 0.7
CC(O)Cn1c(=N)n(C)c2ccccc21 (stereo not drawn)
 : 102.0, 0.2
COc1ccc(-c2[nH]c(-c3ccc(O)cc3)nc2-c2ccccc2)cc1
 : 102.0, -1
O=C1NC2(CCOc3ccccc32)C(=O)N1CC1NS(=O)(=O)N=C2CCCCCN21 (stereo not drawn)
 : 100.0, -0.2
Cc1cc2c(NC3CCCC3)ncnc2s1
 : 103.0, 0.3
CCNC(=O)Oc1noc2ccc(C)cc12
 : 99.0, -0.5

# The results go on.
# Values run as follows: PV pol inh, PV pol inh FP z-score
CN(C)S(=O)(=O)c1ccc(NC(=O)Nc2ccccc2)cc1
 : 100.0, -0.3
N#Cc1ccc(C2N=C(c3ccccc3)NO2)cc1 (stereo not drawn)
 : 101.0, -0.1
CC12CN3CCN(CC(C3)/C1=N\O)C2
 : 98.0, -0.1
COc1ccc(NC(=O)COc2ccc(Cl)c(C)c2)cn1
 : 102.0, -0.3
CC(=O)Nc1ccc(S(=O)(=O)CCC(=O)O)cc1
 : 106.0, 0.3
COc1ccc(N2CC(NC(=O)CCc3ccccc3)CC2=O)cc1OC (stereo not drawn)
 : 110.0, 0.8
CC(=O)N1CCc2cc(S(=O)(=O)N3CCc4ccccc4C3CN3C(=O)c4ccccc4C3=O)ccc21 (stereo not drawn)
 : 104.0, 1.1
O=C(CCS(=O)(=O)c1cc(Br)cc2c1N(C(=O)C1CC1)CC2)N1CCCCC1
 : 104.0, 0.5
CCOc1ccc2c(c1)NC(c1ccc(OCC)c(OCC)c1)=NC(c1ccc(F)cc1)=N2
 : 104.0, -1.1
CC(O)CN1CCCCC1c1cccnc1 (stereo not drawn)
 : 47.0, -7
COc1ccc(CC(=O)N2CC(C)OC(C)C2)cc1 (stereo not drawn)
 : 100.0, 0
O=C(CN1C(=O)C2CC=CCC2C1=O)NC1CCCCC1 (stereo not drawn)
 : 98.0, -0.6
Cc1ccc(-n2ncc(C(=O)N3CCCCC3)c2C2CCN(C(=O)OC(C)(C)C)CC2)cc1C
 : 109.0, 0.6
Cc1ccc(OCc2cc(C(N)=O)oc2C)cc1
 : 100.0, -0.7
O=C(C1CCN(S(=O)(=O)c2cnc[nH]2)CC1)N1CCn2c1nc1ccccc12
 : 102.0, -0.1
Cc1nn(-c2ccccc2)c(C)c1/C=N/n1cnnc1
 : 103.0, 0.2
Cc1ccc(CN)n1C
 : 100.0, -0.1
Cc1nn(-c2ccccc2)c2ncc(C(=O)N3CCN(C)CC3)c(Cl)c12
 : 101.0, 0
O=C(CSc1cn(Cc2ccccc2Cl)c2ccccc12)N1CCCC1
 : 103.0, 0.5
O=C(NC1CCC(CC2CCC(NC(=O)c3cccnc3)CC2)CC1)c1cccnc1 (stereo not drawn)
 : 107.0, 0.4
Cc1cc(F)ccc1NC(=O)Cc1ccc(S(=O)(=O)N2CCCC2)s1
 : 109.0, 0.9
CCS(=O)(=O)c1ccc2c(c1)N1CCS(=O)(=O)N=C1O2
 : 103.0, 0
Cc1ccc(CNC(=O)CCC(=O)N2CC3CCCN3c3ccccc32)cc1 (stereo not drawn)
 : 108.0, 0.2
N=C1CCCN1c1ccccc1O
 : 104.0, 0.2
Cc1ccccc1NS(=O)(=O)c1ccc2[nH]cc(C(=O)N3CCc4ccccc43)c(=O)c2c1
 : 102.0, 0.3
C=CCC1(C#N)C(=S)NC(c2ccccc2)=C(C(=O)OCC)C1c1cccnc1 (stereo not drawn)
 : 107.0, 0.4
COCCCNC(=O)c1ccc2c(c1)NC(=O)C(C(C)C)N2 (stereo not drawn)
 : 107.0, 0.6
O=C(CCn1[nH]c(=O)c2ccccc2c1=O)NCCO
 : 104.0, 0.7
O=C(NC(Cc1ccccc1)C(=O)OCc1cnc(-c2ccccc2)o1)c1ccccc1 (stereo not drawn)
 : 101.0, 0.1
CCn1c2ccccc2c2cc(/C=N/n3cnnc3)ccc21
 : 105.0, 0.7
BrCCOC12CC3CC(CC(C3)C1)C2
 : 102.0, 0
Cc1nn2c(C)c(C(=O)NCc3ccco3)cnc2c1-c1ccccc1
 : 112.0, 0.5
COc1ccc(/C=C/C(=O)Nc2noc3ccccc23)cc1OC
 : 106.0, 1.3
CC(=O)Nc1ccc(S(=O)(=O)NCc2cc(C)n(-c3ccc(F)cc3)c2C)cc1
 : 103.0, 1.1
Cc1c(C)n(C(=O)CSc2ncccn2)c2ccccc12
 : 103.0, 0.6
c1cncc(CNc2c3c(nc4ccccc24)CCC3)c1
 : 98.0, -0.5
O=C(NC1(C(F)(F)F)NC(=O)N(CCc2ccccc2)C1=O)c1ccccc1Cl (stereo not drawn)
 : 101.0, -0.3
CCCNS(=O)(=O)c1ccc(-c2cc(C(F)(F)F)no2)s1
 : 103.0, 1.2
CC1=CC(=O)C(N(C)c2ccccc2)=CC1=O
 : 103.0, 0.3
CSc1nc(C)c2cc(C)ccc2n1
 : 99.0, -0.6
CCOc1ccc(NC(=O)CCNC(=O)Cn2ccc3ccccc3c2=O)cc1
 : 103.0, 0.6
Cn1nc(CC(=O)Nc2cccc3ncccc23)c2ccccc2c1=O
 : 103.0, 0.5
CC(NC(=O)c1ccc2nc(Cc3ccccc3)oc2c1)c1ccccc1 (stereo not drawn)
 : 107.0, 0
COc1ccccc1NC(=O)c1oc2ccccc2c1NC(=O)c1c(F)cccc1F
 : 101.0, -1.1
CC1CCN(c2nc3nonc3nc2Nc2ccc(F)cc2)CC1
 : 104.0, 0.6
CCN(CC)c1ncnc2sc(C(=O)N(C)C3CCCCC3)c(C)c12
 : 100.0, -0.8
O=C1C(=O)N(c2cccnc2)C(c2ccccc2)/C1=C(/O)c1ccccc1 (stereo not drawn)
 : 102.0, -0.1
CC1CCCCN1C(=O)CCS(=O)(=O)c1ccc2c(c1)n(C)c(=O)c(=O)n2C (stereo not drawn)
 : 102.0, 0.1
Cc1nc(Nc2nc3ccccc3o2)ncc1C(=O)Nc1ccccc1
 : 101.0, 0.2
COc1cc(NC(=O)Cn2ncc3c([nH]c4ccc(C)cc43)c2=O)cc(OC)c1OC
 : 100.0, -0.3
Oc1ccccc1C=Nc1cccc2ccccc12
 : 106.0, 0.3
O=C(O)c1ccccc1-c1ccccc1C(=O)NCCN1CCNC1=O
 : 104.0, 0.6
COCCCn1c(=O)c2sccc2n2c(CCCC(=O)Nc3cc(C)cc(C)c3)nnc12
 : 121.0, 0.6
CCN(CC)C(=O)Cn1cc(SCC(=O)Nc2ccccc2)c2ccccc21
 : 100.0, -0.8
CCOC(=O)c1c(C)c(-c2ccccc2)n(CC(=O)Nc2cc(OC)cc(OC)c2)c1C
 : 100.0, -1.4
CCOC(=O)C1CCN(C(=O)Cn2c(=O)oc3cc(S(=O)(=O)N4CCC(C)CC4)ccc32)CC1
 : 99.0, -0.7
COc1ccc(Cl)cc1NC(=O)COC(=O)CCC1CCCCC1
 : 102.0, 0.3
CC(N=C1NS(=O)(=O)c2ccccc21)C(=O)OCc1nnc(-c2ccc(Cl)cc2)o1 (stereo not drawn)
 : 100.0, -0.1
C=CCNc1ccc(F)c(F)c1N1CCCCCC1=O
 : 102.0, 0
O=C1c2cccc3cccc(c23)C12OCCS2 (stereo not drawn)
 : 105.0, 0.8
CCCCCCC1C(C#N)=C(N)SC(N)=C1C#N
 : 119.0, 1.6
CCOC(=O)c1ccc(N=c2sc(C(=O)OC)cc(=O)n2C2CC2)cc1
 : 103.0, 0.3

# Among those listed so far, eight contain an aryl thioether with sulfur outside any ring:
# Values run as follows: PV pol inh, PV pol inh FP z-score
CCn1c(CNC(=O)c2cccs2)nnc1SCC(=O)NO
 : 101.0, -0.4
CCCCSc1nnc2sc3ccccc3n12
 : 100.0, -0.2
CCOC(=O)c1ccccc1NC(=O)CSc1nc2ncccc2[nH]1
 : 111.0, 0.2
C=CCSc1nnc(Cn2cnc3ccccc32)n1C
 : 102.0, 0.1
O=C(CSc1cn(Cc2ccccc2Cl)c2ccccc12)N1CCCC1
 : 103.0, 0.5
Cc1c(C)n(C(=O)CSc2ncccn2)c2ccccc12
 : 103.0, 0.6
CSc1nc(C)c2cc(C)ccc2n1
 : 99.0, -0.6
CCN(CC)C(=O)Cn1cc(SCC(=O)Nc2ccccc2)c2ccccc21
 : 100.0, -0.8

# Assay outcomes as filed in PubChem.
